# Screening data from PubChem.
# D1 antag: human D1 dopamine receptor antagonism; AID 504652; activity change, negative = inhibition, % at 10 µM; 360,000 compounds, 3.2% hits; P21728; HEK293 TREx D1 cells, calcium flux, dopamine EC80; active compounds read low; in the data active = activity change below about -30%; also: % is scaled to controls: 0 for no effect and ±100 for the full control effect
# Target sequence (P21728 whole entry, looked up): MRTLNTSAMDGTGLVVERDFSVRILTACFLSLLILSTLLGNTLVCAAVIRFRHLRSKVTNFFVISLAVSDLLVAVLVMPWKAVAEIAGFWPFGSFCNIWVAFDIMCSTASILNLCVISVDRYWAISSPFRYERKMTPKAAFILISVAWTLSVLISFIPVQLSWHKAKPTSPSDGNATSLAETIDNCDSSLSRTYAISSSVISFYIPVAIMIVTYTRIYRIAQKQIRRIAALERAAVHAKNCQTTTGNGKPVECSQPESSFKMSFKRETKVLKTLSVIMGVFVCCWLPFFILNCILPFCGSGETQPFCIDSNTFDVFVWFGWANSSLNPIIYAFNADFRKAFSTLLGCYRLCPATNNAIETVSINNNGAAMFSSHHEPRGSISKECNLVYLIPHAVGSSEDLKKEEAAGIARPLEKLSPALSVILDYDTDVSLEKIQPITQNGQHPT
#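 Using tetracycline-induced force-coupled D1 Hek293 cells and a calcium dye, signals were followed for 180 s after compound, then for 180 s after EC80 dopamine, to detect inhibitors.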
# RXFP1 antagonist: antagonists of human relaxin receptor RXFP1 | activity change, negative = inhibition, % at 57.5 µM | Q9HBX9 | HEK293-RXFP1, relaxin-stimulated cAMP HTRF, 30 min; active compounds read low | 350,000 compounds, 0.59% hits;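 active = activity change of -60% or lower, but not beyond a set lower limit; inconclusive = change between -60% and -40%, or beyond the set limit; inactive = change above -40%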; also: % is scaled to controls: 0 for no effect and ±100 for the full control effect
# GRP78 ERSR act: ER stress response induction in glioma | U87-MG GRP78 promoter luciferase reporter, 16 h | Potency, µM, without a hit: at the highest dose activation, actives largely listed as activators | 420,000 compounds, 0.02% hits | AID 602332; also: potency is read from the fitted curve at half-maximal effect; series mostly up to about 76 µM; % of control where 0% means no effect; nearly all actives have a fitted effect of over 35% in size
#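 Stably transfected U87-MG human glioma cells carrying a GRP78-based luminescent sensor were seeded at 1000 cells/well, pin-dosed with compounds and incubated 16 h. Luciferase reagent was then added, and end-point luminescence was read after 10 min at room temperature.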
# Vif-A3G inh: blocks the Vif interaction with human APOBEC3G; Q9HC16; HeLa A3G-eYFP + Vif (tagged APOBEC3G with the HIV-1 protein that degrades it), YFP fluorescence, overnight; Potency, µM (series often up to 46.1 µM), for inactives: at the highest dose activity, negative = active, most hits filed as inhibitors; 410,000 compounds, 0.076% hits; AID 602310;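 also: potency is read from the fitted curve at half-maximal effect; % is scaled to controls: 0 for no effect and ±100 for the full control effect; nearly all actives have a fitted effect of over 60% in size; hits raise eYFP signal because A3G escapes Vif-driven loss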
# Target sequence (Q9HC16 whole entry, looked up): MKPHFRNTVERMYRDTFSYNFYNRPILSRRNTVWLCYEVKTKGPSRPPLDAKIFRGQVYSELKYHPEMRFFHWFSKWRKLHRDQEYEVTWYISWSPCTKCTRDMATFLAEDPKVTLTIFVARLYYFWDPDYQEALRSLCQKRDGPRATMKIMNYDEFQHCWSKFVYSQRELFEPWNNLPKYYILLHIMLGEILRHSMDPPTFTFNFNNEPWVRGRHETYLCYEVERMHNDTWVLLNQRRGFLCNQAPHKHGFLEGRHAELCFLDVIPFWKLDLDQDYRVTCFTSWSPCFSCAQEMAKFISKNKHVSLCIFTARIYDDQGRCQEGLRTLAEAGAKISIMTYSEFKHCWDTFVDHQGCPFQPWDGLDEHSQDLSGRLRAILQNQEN
#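 HeLa cells stably expressing Vif and C-terminally eYFP-tagged A3G, seeded overnight at 37 deg C, then exposed to compound by pintool overnight at 37 deg C. Rise in yellow fluorescence (Ex 488/Em 500-530, Acumen) marks blocked Vif-driven A3G degradation.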
# RXFP1 ag: activates the human relaxin receptor RXFP1. HEK293T-RXFP1 cAMP TR-FRET, 30 min; response scale: percent of porcine relaxin response, buffer zero. Potency, µM (top dose mostly 57.5 µM), for inactives: top-dose activation, hits mostly activators. 370,000 compounds, 0.3% hits; also: potency is read from the fitted curve at half-maximal effect; % is scaled to controls: 0 for no effect and ±100 for the full control effect; nearly all actives have a fitted effect of over 60% in size; many of its hits are not listed in these tables
#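 HEK293T cells stably expressing RXFP1 were pretreated with the PDE4 inhibitor Ro 20174, exposed to compounds for 30 min at 37C, lysed, and cAMP was read by TR-FRET. Data normalized to buffer (basal) and 29 nM porcine relaxin (100%).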
# Vif-A3F inh: blocks the Vif interaction with APOBEC3F; HeLa A3F-eYFP + Vif (tagged APOBEC3F with the HIV-1 protein that degrades it), YFP fluorescence increase; Potency, µM (top dose mostly 46.1 µM), for inactives: at the highest dose activity, negative = active; 390,000 compounds, 0.2% hits; AID 602313; also: potency is read from the fitted curve at half-maximal effect; % of control where 0% means no effect; nearly all actives have a fitted effect of over 65% in size
#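 HeLa cells stably expressing A3F-eYFP plus Vif, plated and incubated overnight at 37 deg C, then exposed to compounds overnight at 37 deg C. Blocked degradation read as raised yellow fluorescence (Ex 488/Em 500-530).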
# D2 PAM: D2 dopamine receptor (human) potentiation; P14416; HEK293 T-REx D2, calcium flux, EC20 dopamine potentiation; potentiation, % at 10 µM; 340,000 compounds, 0.34% hits;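 active = potentiation over 3 SD above the plate norm, cut at about 30% in these data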; also: 0% is about no effect
#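 Tetracycline-induced HEK293 T-REx cells force-coupled to calcium signalling expressed D2; compounds were pin-added after a 10 s baseline, read kinetically 180 s, then an EC20 dopamine challenge followed with a further 180 s calcium read.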
# D1 agonist: agonists of human D1 dopamine receptor. HEK293 T-REx D1 cells, calcium flux, agonist mode. activation, % at 2 µM. 360,000 compounds, 1% hits. AID 504660; in the data active = activation above about 30%; also: 0% is about no effect
#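 Tetracycline-induced HEK293 TREx D1 cells, force-coupled to calcium signalling, were dye-loaded with a no-wash calcium kit. Compound was pin-added after a 10 s baseline. Fluorescence was read kinetically at 1 cycle/s for 180 s, with calcium rises flagged as agonism.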
# D1 PAM: potentiators of human D1 dopamine receptor; P21728; potentiation, % at 10 µM; HEK293 TREx D1 cells, calcium flux, dopamine EC20 potentiation; AID 504651; 360,000 compounds, 0.036% hits; in the data active = potentiation above about 30%; also: 0% is about no effect
# Active calls of the source: *; i = inactive; ? = inconclusive; / = no result given; & = joins results of further samples. Unless noted, calls follow the shape of the dose curve; as a rule, active = well fitted curve in the direction sought with a large enough effect; inconclusive = small, poorly fitted or top-dose-only effect, or another doubt; inactive = no such curve, though single readings can be large; an effect the other way counts as inactive or inconclusive. This is a subset (hit frequency here may not be typical).
SMILES,D1 antag,RXFP1 antagonist,GRP78 ERSR act,Vif-A3G inh,RXFP1 ag,Vif-A3F inh,D2 PAM,D1 agonist,D1 PAM
CC(C)CC(N(C)C)C1(c2ccc(Cl)cc2)CCC1 (centres undefined),/,15,-2%&2%&-5%,-4%&-1%,/,-2%&-4%,/,/,/
O=c1c2ccccc2nc(/C=C/c2ccccc2F)n1-c1cccc(O)c1,2,-9,-4%,-8%,0.6%,10%,2,1,-1
Cc1ccc(O)c(CN2CCN(c3ccccc3)CC2)c1,-9,-30,-2%,-1%,0.5%,5%,-23,2,-3
O=C1/C(=C\c2ccccc2)C2OCC=C3CN4CCC56c7ccccc7N1C5C2C3CC46 (centres undefined),-25,-1,0%,0%,0.3%,-1%,-14,19,-4
COc1ccc2c(c1)C1(C(=O)O)CC=CCC1(C(=O)O)C2 (centres undefined),/,3,6%,2%,/,7%,/,/,/
COC(=O)C1=C(c2ccc(S(C)(=O)=O)cc2)C[C@@H]2CC[C@H]1N2C,12,/,0%,-9%,-2.9%,-1%,-5,0,-1
CN(C=O)CP(=O)(O)CN(C)C=O,-1,11,1%,0%,-0.2%,0%,-4,1,-4
CC(C)[C@]12CC(=O)[C@H](C)[C@H]1C2,/,/,1%,2%,0.7%,2%,9,0,-4
O=C(NC(c1ccc(Cl)cc1)P(=O)(Oc1ccccc1)Oc1ccccc1)OCc1ccccc1 (centres undefined),-19,0,-3%,0%,1.3%,4%,-6,8,-11
C=C1[C@@H](C)[C@H]2[C@H](Cc3ccccc3)NC(=O)[C@]23OC(=O)/C=C/[C@H](O)CCC[C@@H](C)C/C=C/[C@H]3[C@@H]1O,14,/,-2%&-7%&-5%,-9%&-14%,-1.2%,1%,-17,2,-5
CS(=O)(=O)c1ccc(C2=C(CNC(=O)c3ccncc3)[C@H]3CC[C@@H](C2)N3Cc2ccccc2)cc1,/,1,-5%,1%,/,-5%,/,/,/
C=CCN1C(=O)NC(=O)/C(=C/c2ccc(OC)c(CSc3ccccn3)c2)C1=O,-16,0,-1%,-9%,2.3%,-19%,16,2,12
CCN(CC)CCN=Cc1c(O)n(Cc2ccco2)c(=O)[nH]c1=O,12,-15,-2%,0%,-0.3%,6%,-2,3,4
Cc1nc2ccccc2c(=O)n1-n1cnnc1,-10,0,-3%,-4%,0.8%,-4%,7,2,-1
CCn1c(=O)cc(OCC(=O)N2CCC3(CC2)OCCO3)c2ccccc21,8,5,-3%,3%,2.7%,0%,6,3,0
Cc1ccc(CNC(=O)c2ccc(Nc3nc4ccccc4n4nnnc34)cc2)cc1,-7,-10,0%,1%,2.4%,?,-3,1,2
C=CCN1C(=O)/C(=C/c2ccc(Br)s2)C(=O)NC1=S,-4,-39,-12%,?,4.7%,?,/,7,-4
O=C1NC(=O)N(CCc2ccc(F)cc2)C(=O)/C1=C/C=C/c1ccccc1,-7,-11,?,?,6.7%,0%,9,5,-8
COc1ccc2c(c1)CC1(CN2C)C(=O)NC(=O)N(c2ccc(F)cc2)C1=O (centres undefined),-82*,-3,3%,-9%,1.2%,-6%,1,1,1
CCOc1cc(C(=O)N2CCC3(CC2)OCCO3)cc(OCC)c1OCC,-12,-12,-4%,-5%,0.5%,-7%,-2,4,-4
O=P(Nc1c(Cl)cccc1Cl)(c1ccccc1)c1nc2c(s1)CCCC2 (centres undefined),10,-14,-5%,2%,-0.2%,-6%,-1,1,-3
CC(=O)OC1C(=O)OCC23CCC4(C)OC4C2OC2CC(OC(=O)C=CC=CC(=O)OCCC1C)C3(C)C21CO1 (centres undefined),/,-12,-8%,-15%,/,8%,/,/,/
CN1C2CCC1CC(OC(=O)c1ccc(Cl)cc1)(C(=O)O)C2 (centres undefined),3,-8,-3%,-1%,1.5%,7%,-5,4,3
CCC(=O)OC1(c2ccccc2)C(C)CN(C)CC1C (centres undefined),-6,-7,0%,6%,-0.4%,-8%,-5,1,-7
Cn1nccc1C(=O)N1CCC2(CC1)OCCO2,-1,-3,0%,-1%,-2.4%,-1%,1,1,-2
N#CC(=C(O)c1ccc(S(=O)(=O)N(CCCl)CCCl)cc1)c1nc2ccccc2[nH]1,/,-14,1%,0%,/,?,/,/,/
CCCc1nc2ccccc2c(=O)n1-c1ccc(OC)cc1,-16,10,-4%,0%,0.4%,4%,-1,3,4
CN(C)c1ccc([P+](=O)c2ccc(N(C)C)cc2)cc1,9,-5,0%,1%,2.9%,-13%,-9,1,-6
O=C1NC(=O)C(Cc2cccs2)C(=O)N1,-13,1,-4%,1%,-0.4%,4%,-1,-1,0
O=C(c1cc(Br)ccc1Cl)N1CCC2(CC1)OCCO2,21,-7,1%,2%,-0.3%,2%,0,1,8
COc1ccccc1NC(=O)Cn1c(=O)n(-c2cccc(Cl)c2)c(=O)c2sc3ccccc3c21,8,/,-2%,2%,21%,?,-1,-1,-1
CN1/C(=C\C=C2C(=O)NC(=S)NC2=O)C(C)(C)c2ccccc21,-1,-13,-6%,-11%,-4.8%,i,7,484*,5
Cc1c(C(=O)N2CCC3(CC2)OCCO3)sc2ncnc(N(C)c3ccccc3)c12,-8,-5,-4%,2%,5.2%,-10%,-4,1,-2
COc1cc2occc2c2oc(=O)ccc12,-2,/,-6%&-2%,-1%,0.3%,3%,-1,-1,-1
Cn1c(O)c(C=NC2CC(C)(C)NC(C)(C)C2)c(=O)n(C)c1=O,12,-1,-1%,-1%,4.1%,-8%,0,3,0
Oc1ccc(-[n+]2c(-c3ccccc3)cc(-c3ccccc3)cc2-c2ccccc2)cc1,-5,/,-10%,-21%,0.1%,3%,-2,-1,-5
Cc1cc(/C=C2\C(=O)NC(=O)N(Cc3ccco3)C2=O)c(C)n1-c1ccc(C(=O)O)cc1,2,-9,0%,1%,-0.9%,3%,0,0,-1
NNC(=O)CN1C(=O)CN=C(c2ccccc2)c2cc(Br)ccc21,1,-15,0%,0%,1.6%,-9%,-4,2,17
Cc1nc2nc(SCC(=O)N3CCC4(CC3)OCCO4)nn2c(C)c1Cc1ccccc1,0,3,-3%,0%,3.1%,-10%,8,0,4
Cc1ccc(CN2CCCC(C(=O)c3ccc4c(c3)OCO4)C2)cc1C (centres undefined),-18,1,-1%,-7%,-2.4%,-9%,-31,4,0
CC1(C)Cc2c(C#N)c(N3CCNCC3)nc(-c3ccco3)c2CS1,8,-6,-4%,0%,-1.4%,-2%,-20,5,5
O=c1[nH]c(O)c(/C=C2\C=Nc3ccc(OCc4ccccc4)cc32)c(=O)[nH]1,4,-15,1%,-4%,-0.3%,13µM*,-7,7,-2
COCCOC(=O)C1=C(N)OC(C)=C(C(=O)OC)C12C(=O)Nc1ccccc12 (centres undefined),-24,-5,-2%,-1%,3.5%,-6%,11,1,2
Cc1[nH]c2ccc(O)cc2c1CCN,-2,/,-6%&-3%&-5%&-4%,-1%,-5.9%,2%,-4,-2,-6
C[C@]12CCC3C(CC[C@H]4CC(=O)CC[C@]34C)C1CCC2=O (some centres undefined),/,-11,-2%,2%,/,-5%,/,/,/
COC(=O)C1=C(c2ccc(OCc3ccccc3)cc2)C[C@@H]2CC[C@H]1N2C(=O)NCc1ccc2[nH]ccc2c1,/,0,-1%,4%,/,0%,/,/,/
COc1ccc(C(O)c2cc(OC)ccc2OP(=O)(N(C)C)N(C)C)cc1 (centres undefined),10,1,-3%,-1%,1.9%,0%,-6,6,-2
COc1cc(OC)c(OC)cc1/C=C(\C#N)C(=O)NCc1cccs1,38,9,7%,-5%,10%,?,-4,1,-1
COc1cc(-c2ccc(N)c(OC)c2)ccc1N,/,/,0%,-1%,-1.9%,5%,-12,-2,0
CCOC(C[n+]1c(-c2ccccc2)cc(C)cc1-c1ccccc1)OCC,6,/,-2%,3%,0.5%,2%,-11,2,2
CC(=NCc1ccc(F)cc1)c1c(O)n(C)c(=O)n(C)c1=O,2,6,-3%,-8%,2.3%,3%,-5,3,0
CN1CCc2nc(SC(C(=O)O)c3ccccc3)c(C#N)c(-c3cccs3)c2C1 (centres undefined),2,16,-2%,1%,7.9%,?,-7,7,-4
COc1ccc(OC)c(C2=NOC(C(=O)N3CCC4(CC3)OCCO4)C2)c1 (centres undefined),-3,3,-1%,1%,2.2%,0%,14,-1,1
COC(=O)C1=C(c2ccc(Cl)c(C(F)(F)F)c2)C[C@@H]2CC[C@H]1N2C(=O)NCCNC(C)=O,-3,/,0%,2%,2.3%,-3%,1,2,-3
CN(C)CCCN=Cc1c(O)n(CCc2ccccc2)c(=O)[nH]c1=O,4,5,-2%,-3%,-0.5%,-15%,11,1,16
Cc1cc(N2C(=O)C3CCCN3C2c2cccc(Cl)c2)no1 (centres undefined),-15,1,-3%,1%,0.6%,-6%,-6,0,0
O=C1NC(=O)C(=Cc2ccccc2[N+](=O)[O-])C(=O)N1,/,2,-4%,1%,/,4%,/,/,/
CN1CCCC(C(=O)c2ccccc2)C1 (centres undefined),8,-5,-4%,1%,-2.5%,-4%,-14,4,-8
Cc1ccc(CC(=O)N2CCN(Cc3ccccc3)CC2)cc1,-2,4,3%,2%,-2.9%,-13%,-4,0,1
CCCCn1c(O)c(C(CC)=NCc2ccc3c(c2)OCO3)c(=O)[nH]c1=O,-34*,4,-4%,1%,2.0%,3%,0,1,-1
C[C@H](CO)N1C[C@H](C)[C@H](CN(C)C(=O)Oc2cccc3ccccc23)OCc2cnnn2CCCC1=O,/,-3,-5%,0%,/,-5%,/,/,/
CCN(C(=O)COC(=O)Cc1ccccc1)c1c(N)n(Cc2ccccc2)c(=O)[nH]c1=O,-13,6,-3%,-2%,1.1%,0%,1,1,-11

# Compounds from the list above with two or more sulfur atoms:
SMILES,D1 antag,RXFP1 antagonist,GRP78 ERSR act,Vif-A3G inh,RXFP1 ag,Vif-A3F inh,D2 PAM,D1 agonist,D1 PAM
C=CCN1C(=O)/C(=C/c2ccc(Br)s2)C(=O)NC1=S,-4,-39,-12%,?,4.7%,?,/,7,-4
CN1CCc2nc(SC(C(=O)O)c3ccccc3)c(C#N)c(-c3cccs3)c2C1 (centres undefined),2,16,-2%,1%,7.9%,?,-7,7,-4
